Rhodamine fluor – compound fluoresces in the rhodamine spectral region | Rhodamine-region fluorescence, 547/598 nm, Tris buffer; active compounds read high | max dye-equivalent concentration, M | hit rate 0.05% among 59,000; in the data active = max dye-equivalent concentration above about 11 nM; inconclusive = between about 1.1 nM and that limit
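Read-out is relative fluorescence at 547 nm excitation and 598 nm emission, expressed as dye-equivalent concentration using rhodamine standards on every plate. Each compound was profiled across a concentration series after 15 min in 100 mM Tris, pH 8.0.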
TexasRed autofl – Texas Red region autofluorescence; max dye-equivalent concentration, M; AID 587; hit rate 0.06% among 59,000; Compound fluorescence, Texas Red channel, 547/618 nm; active compounds read high; in the data active = max dye-equivalent concentration above about 10 nM; inconclusive = between about 1.1 nM and that limit
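Fluorescence at ex 547/em 618 nm, normalized against an on-plate Texas Red standard series to give dye-equivalent concentration per compound concentration. Buffer 100 mM Tris, pH 8.0; 15 min RT incubation before CCD imaging.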
HEK293 cAMP ctrl – parental HEK293 cAMP activation (counter-screen); parental HEK293 CNG cAMP sensor, membrane potential fluorescence; hit rate 2.5% among 73,000; AID 938; Potency, µM (series often up to 57.1 µM), for inactives: at the top dose activation, usual class: activators; also: potency is read from the fitted curve at half-maximal effect; % of control where 0% means no effect; nearly all actives have a fitted effect of over 55% in size
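Parental HEK 293 cells stably expressing a modified CNG channel (no TSHR) report cAMP rise as membrane depolarization. Membrane potential dye with 100 uM RO 20-1724 was loaded for 60 min at room temperature, then compound added for 30 min; fluorescence read at 590 nm.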
HADH2 inhib – HADH2 (human) dehydrogenase inhibition; Q99714; recombinant HADH2, NADH fluorescence, beta-hydroxybutyryl-CoA; Potency, µM (titrated, usually from 57.1 µM), for the others: at the top dose activity change, negative = inhibition, most hits filed as inhibitors; hit rate 3.4% among 73,000; AID 886; also: potency is read from the fitted curve at half-maximal effect; % is scaled to controls: 0 for no effect and ±100 for the full control effect; nearly all actives have a fitted effect of over 60% in size; many of its hits are not listed in these tables
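E. coli-expressed His-tagged HADH2 tested at 20 nM in alkaline Tris buffer (pH 9.0); oxidation of 90 uM beta-hydroxybutyryl-CoA with 1 mM NAD+ tracked fluorimetrically for 4 min.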
ERK AVP inh – inhibitors of vasopressin-stimulated ERK signaling pathway. HEK293-V1b, vasopressin-stimulated pERK AlphaScreen. Potency, µM (series often up to 57.5 µM), without a hit: top-dose activity, negative = inhibition, hits mostly inhibitors. hit rate 0.99% among 72,000; also: potency is read from the fitted curve at half-maximal effect; % is scaled to controls: 0 for no effect and ±100 for the full control effect; nearly all actives have a fitted effect of over 55% in size
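qHTS, compounds titrated on V1b-expressing HEK293 cells. Preincubation 30 min at 37C, vasopressin 25 nM for 5 min, lysis 10 min, bead incubation 5 hr at room temperature.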
Fluorescein autfl – compound fluoresces in the fluorescein spectral region; Compound autofluorescence, 480/540 nm, fluorescein-equivalent; active compounds read high; max fluorescein-equivalent concentration, M; hit rate 0.91% among 59,000; in the data active = max fluorescein-equivalent concentration above about 10 nM; inconclusive = between about 1.1 nM and that limit
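Spectral profiling of library compounds in the fluorescein window (480 nm excitation, 540 nm emission) after 15 min at room temperature in pH 8.0 Tris (100 mM). Values are dye-equivalent concentrations.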
Tau fil binding – tau filament binding; AID 596; P10636; Potency, µM (doses to about 57.1 µM), without a hit: top-dose activity change, negative = inhibition; hit rate 2% among 71,000; recombinant tau filaments, thioflavin S fluorescence, 15 h; filaments grown with octadecylsulfate alongside compound;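 also: potency is read from the fitted curve at half-maximal effect; % is scaled to controls: 0 for no effect and ±100 for the full control effect; actives lower thioflavin S fluorescence by blocking filaments or displacing dye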
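Quantitative HTS: thioflavine S signal from ODS-induced tau filaments, excited at 450 nm, emission 510 nm. Conditions: 1 uM tau, 30 uM ODS, 15 h at 37 C, pH 7.4.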
USP2a inh – inhibitors of human ubiquitin-specific protease USP2a; O75604; Potency, µM (doses to about 38.3 µM), for the others: at the highest dose activity change, negative = inhibition, most hits filed as inhibitors; hit rate 0.1% among 60,000; AID 927; USP2a enzymatic assay, qHTS inhibition;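 also: potency is read from the fitted curve at half-maximal effect; nearly all actives have a fitted effect of over 60% in size; plate controls were DMSO for no effect and NEM full inhibition control for full effect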
Target sequence (O75604 whole entry, looked up): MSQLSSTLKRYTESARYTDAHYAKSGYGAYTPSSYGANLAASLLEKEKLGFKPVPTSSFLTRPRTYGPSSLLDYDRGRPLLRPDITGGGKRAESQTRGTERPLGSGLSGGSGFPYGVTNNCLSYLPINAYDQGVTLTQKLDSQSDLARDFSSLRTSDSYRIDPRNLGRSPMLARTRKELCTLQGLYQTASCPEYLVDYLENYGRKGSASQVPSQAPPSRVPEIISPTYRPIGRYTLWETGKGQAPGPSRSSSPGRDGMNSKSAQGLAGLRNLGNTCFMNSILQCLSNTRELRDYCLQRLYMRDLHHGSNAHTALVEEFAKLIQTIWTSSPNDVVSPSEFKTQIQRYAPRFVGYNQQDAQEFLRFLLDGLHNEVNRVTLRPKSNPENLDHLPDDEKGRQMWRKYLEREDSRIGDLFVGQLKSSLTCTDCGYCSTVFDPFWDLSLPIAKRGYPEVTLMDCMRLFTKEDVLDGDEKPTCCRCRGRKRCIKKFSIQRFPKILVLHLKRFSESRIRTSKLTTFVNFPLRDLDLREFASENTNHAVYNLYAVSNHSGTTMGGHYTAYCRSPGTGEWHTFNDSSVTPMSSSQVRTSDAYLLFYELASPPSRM
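USP2 core (20nM final) preincubated 30 min RT with compound, then Ub-PLA2 20nM and NBD C6-HPC 20uM final added; buffer 20mM Tris-HCl pH 8.0, 2mM CaCl2. Fluorescence Ex 460/Em 535 read at 0 and 2.5 h; normalized to NEM.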
Casp7 inh – caspase-7 (human) inhibition, allosteric or competitive; P55210; recombinant caspase-7, Ac-DEVD-AFC fluorescence rate; Potency, µM (highest dose often 57.5 µM), for the others: at the highest dose activity change, negative = inhibition, most hits filed as inhibitors; hit rate 0.02% among 75,000; active = well fitted inhibition curve with a large enough effect in the main read-out, with a control signal flat, not every such curve was filed as active; inconclusive = small, poorly fitted or top-dose-only effect, or a change in a side signal; also: potency is read from the fitted curve at half-maximal effect; % of control where 0% means no effect
Target sequence (P55210 24-198 limits assumed): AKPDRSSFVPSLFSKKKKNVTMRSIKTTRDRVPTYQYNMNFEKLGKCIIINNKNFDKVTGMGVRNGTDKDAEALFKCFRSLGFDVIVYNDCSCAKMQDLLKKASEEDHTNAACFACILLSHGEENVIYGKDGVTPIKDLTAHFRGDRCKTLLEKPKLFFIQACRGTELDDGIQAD
Target sequence (P55210 207-303 limits assumed): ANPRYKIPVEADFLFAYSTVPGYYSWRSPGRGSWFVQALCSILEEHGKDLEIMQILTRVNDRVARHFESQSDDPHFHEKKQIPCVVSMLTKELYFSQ
Caspase-1 inhib – blocks human caspase-1 allosterically or competitively. Caspase-1 enzyme, Ac-WEHD-AFC fluorogenic rate. Potency, µM (top dose mostly 57.5 µM), for inactives: at the top dose activity change, negative = inhibition, usual class: inhibitors. hit rate 0.03% among 75,000. AID 900;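 also: potency is read from the fitted curve at half-maximal effect; plate controls were vehicle for no effect and no substrate for full effect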
Luciferase inh – blocks Photinus pyralis firefly luciferase activity. AID 411. Potency, µM (titrated, usually from 57.1 µM), without a hit: at the highest dose activity change, negative = inhibition, hits mostly inhibitors. purified firefly luciferase, luminescence, 8 min. hit rate 2.2% among 72,000. P08659; also: potency is read from the fitted curve at half-maximal effect; % is scaled to controls: 0 for no effect and ±100 for the full control effect; nearly all actives have a fitted effect of over 40% in size
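qHTS concentration-response profiling: light output of P. pyralis luciferase with luciferin and 10 uM ATP, imidazole buffer pH 7.2. Read by luminescence after 8-min room-temperature incubation.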
The depositor's hits bear a star; i = inactive; ? = inconclusive; . = not tested or not shown; [ ] = another dose, or the depositor's remark. Unless noted, calls follow the shape of the dose curve; as a rule, active = well fitted curve in the direction sought with a large enough effect; inconclusive = small, poorly fitted or top-dose-only effect, or another doubt; inactive = no such curve, though single readings can be large; an effect the other way counts as inactive or inconclusive. Only part of the results is shown. The share of hits here may be higher or lower than overall.

1) CC1(C)SC2c3ccccc3C(=O)N2[C@@H]1C(=O)NCc1ccco1 (some centres not stated)
2) Cc1ccc(-c2noc(CNCCCN(C)C)n2)cc1
3) CSc1nc2ccccc2n1CC(=O)Nc1ccccc1
4) Cc1noc(/C=C/N(C)C)c1S(=O)(=O)N1CCCC(C(=O)NCCC2=CCCCC2)C1 (configuration not stated)
5) O=P1(O)C=C(c2ccccc2)NC(c2ccccc2)=C1

assay / compound	1	2	3	4	5
Rhodamine fluor	i	i	.	.	i
TexasRed autofl	i	i	.	.	i
HEK293 cAMP ctrl	18%	?	15%	-6%	12%
HADH2 inhib	-4%	3%	2%	1%	16%
ERK AVP inh	-8%	-12%	11%	-2%	-14%
Fluorescein autfl	i	?	.	.	i
Tau fil binding	6%	-14%	2%	92%	6%
USP2a inh	7%	1%	18%	.	3%
Casp7 inh	-3%	-5%	-2%	-1%	1%
Caspase-1 inhib	3%	-5%	0%	0%	1%
Luciferase inh	1%	0%	-1%	1%	-2%

6) O=C(O)CCCC(=O)Nc1cccc(C(F)(F)F)c1
7) O=C1c2ccncc2C(=O)N1CO
8) CCn1nnnc1SCC(=O)Nc1ccc(OCc2ccccc2)cc1
9) Oc1ccccc1C1=Nc2nc3ccccc3n2C(c2ccccc2)C1 (configuration not stated)
10) CCc1ccc(NC(=O)CCn2c(=O)oc3ccccc32)cc1

assay / compound	6	7	8	9	10
Rhodamine fluor	.	i	i	i	i
TexasRed autofl	.	i	i	?	i
HEK293 cAMP ctrl	9%	23%	5%	13%	-1%
HADH2 inhib	5%	12%	0%	-2%	7%
ERK AVP inh	-1%	-5%	9%	-14%	26%
Fluorescein autfl	.	?	i	i	?
Tau fil binding	-7%	-7%	16%	7.9µM*	0%
USP2a inh	.	-1%	160%[activator]	41%[activator]	19%
Casp7 inh	-1%	0%	0%	-6%	0%
Caspase-1 inhib	0%	0%	0%	-5%	2%
Luciferase inh	-1%	-1%	-2%	?	-2%

11) O=C(O)COc1ccc(Cl)cc1CO
12) FC(F)(F)c1ccccc1-c1nccc(NCc2cccs2)n1
13) O=C(c1cc2ccccn2n1)N1CCCC1
14) CCC(=O)Nc1cccc(NC(=O)CSc2nnc(C(C)C)n2CC)c1
15) O=C(O)c1ccc(NS(=O)(=O)/C=C/c2ccccc2)cc1O

assay / compound	11	12	13	14	15
Rhodamine fluor	i	i	.	i	i
TexasRed autofl	i	i	.	i	?
HEK293 cAMP ctrl	4%	?	-7%	13µM*	5%
HADH2 inhib	1%	2%	4%	-2%	-10%
ERK AVP inh	-12%	24%	-11%	11%	-7%
Fluorescein autfl	i	i	.	?	?
Tau fil binding	3%	1%	-7%	15%	-4%
USP2a inh	-7%	-4%	.	-16%	3%
Casp7 inh	1%	-5%	0%	4%	-2%
Caspase-1 inhib	-6%	-4%	-2%	-2%	0%
Luciferase inh	-1%	-1%[2.29 µM]	-2%	0%	-5%

16) O=C(O)c1ccc(NCc2nc3cc4ccccc4cc3[nH]2)cc1
17) C1CCC(OCCN2CCN(CCOC3CCCCC3)CC2)CC1
18) CCCCCCN(CCCCCC)C(=O)Cc1c(-c2ccc(Cl)cc2)[nH]c2ccc(Cl)cc12
19) Cc1cc(NC(=O)CCC2CCCC2)no1
20) CCN1CCCC1CNC(=O)CSc1cc(=O)n(C)c2cc(Cl)ccc12 (configuration not stated)

assay / compound	16	17	18	19	20
Rhodamine fluor	i	i	.	i	i
TexasRed autofl	i	i	.	i	i
HEK293 cAMP ctrl	?	12%	4%	6%	9%
HADH2 inhib	-7%[11.4 µM]	6%	-4%	8%	-12%
ERK AVP inh	15%[11.5 µM]	-5%	-3%	1%	19%
Fluorescein autfl	?	i	.	?	i
Tau fil binding	11%[11.4 µM]	-23%	-25%	-3%	40%
USP2a inh	.	3%	.	4%	10%
Casp7 inh	0%[11.5 µM]	1%	3%	-1%	6%
Caspase-1 inhib	-1%[11.5 µM]	-1%	-4%	-2%	0%
Luciferase inh	0%[11.4 µM]	1%	2%	-3%	3%

Given as tab-separated lines: part of the list above
no.	mol	Rhodamine fluor	TexasRed autofl	HEK293 cAMP ctrl	HADH2 inhib	ERK AVP inh	Fluorescein autfl	Tau fil binding	USP2a inh	Casp7 inh	Caspase-1 inhib	Luciferase inh
12	FC(F)(F)c1ccccc1-c1nccc(NCc2cccs2)n1	i	i	?	2%	24%	i	1%	-4%	-5%	-4%	-1%[2.29 µM]
13	O=C(c1cc2ccccn2n1)N1CCCC1	.	.	-7%	4%	-11%	.	-7%	.	0%	-2%	-2%
14	CCC(=O)Nc1cccc(NC(=O)CSc2nnc(C(C)C)n2CC)c1	i	i	13µM*	-2%	11%	?	15%	-16%	4%	-2%	0%
15	O=C(O)c1ccc(NS(=O)(=O)/C=C/c2ccccc2)cc1O	i	?	5%	-10%	-7%	?	-4%	3%	-2%	0%	-5%
16	O=C(O)c1ccc(NCc2nc3cc4ccccc4cc3[nH]2)cc1	i	i	?	-7%[11.4 µM]	15%[11.5 µM]	?	11%[11.4 µM]	.	0%[11.5 µM]	-1%[11.5 µM]	0%[11.4 µM]
17	C1CCC(OCCN2CCN(CCOC3CCCCC3)CC2)CC1	i	i	12%	6%	-5%	i	-23%	3%	1%	-1%	1%

More results follow:
Second line of a record – Rhodamine fluor, TexasRed autofl, HEK293 cAMP ctrl, HADH2 inhib, ERK AVP inh, Fluorescein autfl, Tau fil binding, USP2a inh, Casp7 inh, Caspase-1 inhib, Luciferase inh
21) O=C(c1cccc2ccccc12)N1CCN(CC2CC=CCC2)CC1 (configuration not stated)
 : i, i, ?, 27%, -5%, ?, 3%, 5%, -1%, -1%, 0%
22) CC(=O)Nc1ccc(S(=O)(=O)N2CCC(NC(=O)C(Cc3cccn3C)NC(C)=O)CC2)cc1 (configuration not stated)
 : i, i, -2%, 2%, 5%, i, 1%, -5%, 0%, -4%, 1%
23) CCN1CCN(C(=O)C2CC(c3ccc(F)cc3)=NO2)CC1 (configuration not stated)
 : ., ., -1%, -3%, -6%, ., -9%, ., -1%, 2%, 2%
24) COc1ccc(OC)c(S(=O)(=O)N2CCN(C)CC2)c1
 : i, i, 7%, 15%, -11%, i, 15%, 4%, 2%, -4%, 1%
25) Cc1ccc(C)c(SCC(=O)Nc2nnc(-c3ccccc3)o2)c1
 : i, i, 23%, 13%, -2%, ?, -10%, -6%, ., -1%, -3%
26) CCOC(=O)c1ccc2nc(NC(=O)c3cccs3)sc2c1
 : i, i, 10%, -29%, -7%, i, 8%, ., 1%, -2%, 7.9µM*
27) O=S(=O)(NC1CC2CCC1C2)c1ccc(Br)s1 (configuration not stated)
 : i, ?, 6%, -7%, 11%, i, -24%, 1%, -2%, -3%, -2%
28) O=C(NCc1ccco1)c1cnn2c1NC(c1ccc(Br)cc1)CC2C(F)(F)F (configuration not stated)
 : ., ., 1%, -6%, -27%, ., 10%, 30%[activator], -3%, -4%, 2%
29) Cn1c(=O)c2cc(S(=O)(=O)NC(C(=O)NCc3cccnc3)c3ccccc3)ccc2n(C)c1=O (configuration not stated)
 : ., ., 10%, 15%, -15%, ., 5%, ., -1%, -1%, 2%
30) COc1ccc(-n2c(=O)c(CCc3ccccc3)nc3cncnc32)cc1
 : i, i, ?, 3%, -23%, i, -10%, 204%[activator], -7%, -2%, 2%[11.4 µM]
31) CCOC(=O)CNC(=O)CSc1ncnc2c1cnn2Cc1ccccc1
 : i, ?, 3%, -1%, 0%, ?, 8%, 11%, 1%, 0%, 2%
32) CC(=O)N=c1sc(C(C)(C)C)c(C)n1C
 : i, ?, 3%, -12%, -4%, ?, 0%, -7%, -1%, 4%, 0%
33) COc1cc(C2CC(=O)c3cnc(NC(=O)COc4ccccc4)nc3C2)cc(OC)c1OC (configuration not stated)
 : i, i, -1%, 0%, -6%, i, -4%, 37%[activator], -8%, -5%, 3%
34) COc1ccccc1CN1CCC2(CC1)CCN(S(C)(=O)=O)CC2
 : i, i, ?, 2%, 8%, i, 4%, 1%, -3%, -2%, 1%[11.4 µM]
35) COc1ccc(N2C(=O)CCC(C(C)=O)=C2C)cc1
 : ., ., 6%[11.4 µM], -4%[11.4 µM], -6%, ., 6%[11.4 µM], -2%[7.66 µM], 1%, 0%, 2%
36) COc1ccccc1N1CCN(c2ncnc3c2oc2ccccc23)CC1
 : i, i, 22%, 10%, 55%, i, -8%, 24%, 0%, -1%, 3%
